# Screens (PubChem)
# H9c2 TAG inh: inhibitors of triacylglycerol accumulation, primary screen, cell-based, uHTS, fluorescence, H9c2; AID 651582, 2012; inhibition, % at 12.5 µM; H9c2 cells, Nile Red lipid (TAG) fluorescence; cells loaded with 200 µM oleic acid; 0.66% of 230,000 active;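 active means pattern-corrected inhibition of lipid staining of at least 50% with the nuclear-stain viability signal not falling by more than 50%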;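 further: 0% = DMSO wells and 100% = triacsin C control wells; some results filed as inactive read as strong as hits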
# H9c2 TAG inh DAPI viability: further read-out of H9c2 TAG inh, marked with its call; DAPI nuclei signal change (viability), lower = more cytotoxic, %;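 whole-well DAPI fluorescence read on a plate reader as a viability signal; minus 50 percent equals half of cells still viable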
# Starred values were filed as active, the others as inactive.
SMILES,H9c2 TAG inh,H9c2 TAG inh DAPI viability
COc1ccccc1N(C)S(=O)(=O)c1ccc(C(=O)N(C)Cc2ccc(Cl)s2)cc1,-28,1
COc1cccc(NC(=S)NCc2ccc3c(c2)cc(C)n3C)c1,-8,27
COC(=O)c1sccc1NC(=O)c1cccc(OC)c1,-11,5
Cc1ccc(-c2nnc(-c3ccccc3S(=O)(=O)Cc3ccc(Cl)cc3)o2)cc1,-25,8
CCOC(=O)C(Cc1ccccc1)C(=O)c1ccco1 (stereo unspecified),-3,-6
COc1cccc(-c2cc(=O)[nH][nH]2)c1,-4,-1
COc1ccc(C(F)(F)F)cc1N/C=C\c1nnnn1-c1ccc(C)cc1,-8,-3
Cc1cc(O)c(/C=N/Nc2cccc(Cl)c2)c(=O)o1,1,2
CCC/C(=N\NC(=O)c1ccc(OC)c(OC)c1)c1ccccc1,4,-4
CC(=O)Nc1cccc(-c2ccnc3c2CC(C)(C(=O)Nc2ccc(C(C)C)cc2)O3)c1 (stereo unspecified),-10,-3
Cc1ccc(-c2ccc([C@H]3[C@@H]4C=CCC[C@@]4(C)C(=O)N3Cc3ccccc3)c(F)c2)cc1,-2,1
Cc1ccc(SCC(=O)N=C2NC(=O)CS2)cc1,-2,1
Cc1ccc(C(=O)COc2cc(C)nc3nncn23)cc1,0,5
CCOc1ccc(S(=O)(=O)NCC(=O)NC2CCCCC2)cc1,0,3
COCCN(C(=O)Nc1ccc(OC)cc1OC)C1CCN(C(C)=O)CC1,1,8
O=C(O)c1ccc(-c2ccc(/C=C3\NC(=O)N(Cc4ccc(Cl)cc4)C3=O)o2)cc1,-7,15
O=C(O)CCC(=O)N1CCC[C@H]1C(=O)O,-2,6
CCN(c1cccc(C(F)(F)F)c1)S(=O)(=O)c1ccc2c(c1)CCN2C(C)=O,-4,3
COc1cccc(Oc2ccc3nnc(C(F)(F)F)n3n2)c1,-31,-15
Cc1ccc(S(=O)(=O)N2CCN(c3ncccn3)CC2)cc1C,-8,10
CC(=O)C1C(c2ccccc2)c2c(n[nH]c2C)CC1(C)O (stereo unspecified),-2,-2
CC1CCN(c2ccccc2NC(=S)NC(=O)C(C)(C)C)CC1,-16,-4
CCOCCCn1c(=S)[nH]c2cc(C(=O)N3CCC(C(N)=O)CC3)ccc2c1=O,23,12
COc1cccc(-c2ccccc2C2=CC(=O)CC(C)(C)C2=O)c1,-12,-12
Cc1cc(C)n(NC(=S)NC2CCCCC2)c(=O)c1C#N,12,-9
NNC(=O)c1oc2ccccc2c1-n1cccc1,-11,-1
COc1ccc(C2CC(C(C)(C)C)=NN2c2ccc(S(N)(=O)=O)cc2)cc1 (stereo unspecified),-19,3
CCCCN1C(=O)NC(NC(=O)c2ccco2)(C(F)(F)F)C1=O (stereo unspecified),1,-1
S=C1NCN(Cc2ccco2)CN1c1ccccc1,-3,5
CCC(C)c1ccc(NC(=S)NCc2ccccc2OC)cc1 (stereo unspecified),-3,2
CCn1c(=O)c2cc(C(=O)NC(C)C)sc2c2ccccc21,23,5
Cc1noc(C)c1S(=O)(=O)N1CCC(C(=O)Nc2ccccn2)CC1,-18,18
O=c1c2ccccc2c2ccccc2c(=O)n1Nc1ccccc1,2,-11
Cc1cccc(C(=O)NNc2ncnc3c2cnn3C)c1,2,1
COC(=O)c1scc(C)c1NC(=O)Nc1ccccc1,-4,-2
Cc1cccc(NC(=S)NNC(=O)CC(C)O)c1C (stereo unspecified),-3,-5
COc1cc(C(=O)NN=Cc2ccc(N(C)C)cc2)cc(OC)c1OC,44,-22
CC(C)(C)C(=O)OCc1ccc(C2=CC(=O)CC(C)(C)C2=O)cc1,-11,-1
O=C(O)C1CC=CCC1C(=O)N1CCN(c2nc(-c3ccccc3)c3ccccc3n2)CC1 (stereo unspecified),1,31
COCCC(=O)N1CCC(Oc2ccc(C(=O)NCc3nccn3C)cc2)CC1,3,5
Cc1ccc(CSCC(=O)N(C)CC(=O)Nc2c(Cl)cccc2Cl)cc1,13,-10
O=C(CSc1nnnn1C1CC1)N1CCN(c2ccc(O)cc2)CC1,18,0
Cc1ccc(O)c(NC(=O)c2cc(-c3ccccc3)on2)c1,7,-8
COc1ccc(C)cc1-n1c(N)c(C#N)c(C#N)c1-c1ccc(OC)c(OC)c1OC,5,-3
COc1cc(C(=O)N(C)C2CCCCC2)ccc1OC1CCN(C(C)=O)CC1,-9,-8

# One compound at a time, as listed above. Order of screens: H9c2 TAG inh, H9c2 TAG inh DAPI viability
# `NNC(=O)c1oc2ccccc2c1-n1cccc1` as listed: -11, -1
# `Cc1noc(C)c1S(=O)(=O)N1CCC(C(=O)Nc2ccccn2)CC1` as listed: -18, 18
# `CCC(C)c1ccc(NC(=S)NCc2ccccc2OC)cc1` (stereo unspecified) as listed: -3, 2
# `COCCC(=O)N1CCC(Oc2ccc(C(=O)NCc3nccn3C)cc2)CC1` as listed: 3, 5

# (further entries)
SMILES,H9c2 TAG inh,H9c2 TAG inh DAPI viability
O=S(=O)(c1cc(C(F)(F)F)ccc1Cl)N1CCN(c2ccccn2)CC1,3,-6
CCOC(=O)[C@H]1[C@H]2COc3cc(OC)ccc3[C@@H]2N2C(=O)CN(Cc3ccc(C)cc3)C(=O)[C@@]12C,14,-6
COC(=O)Cn1c(=O)oc2ccc(C)cc21,6,-5
COc1cccc(-c2cc(C(=O)Nc3ccc(N(C)C(C)=O)cc3)c3cc(Br)ccc3n2)c1,50*,-3.4*
COC(=O)c1c(NC(=O)CCS(=O)(=O)c2ccccc2)sc2c1CCN(C)C2,12,1
O=C(NC(=S)Nc1ccc(Cl)cn1)C(c1ccccc1)c1ccccc1,-37,3
CC(=O)N1CCN(S(=O)(=O)c2cccc(C(=O)NNC(=O)COc3ccc(Cl)cc3C)c2)CC1,-1,-3
CCN(CC)C(=O)C1=C(C)N(Cc2ccc(F)cc2)C(=O)C(CC(=O)NCc2ccco2)C1 (stereo unspecified),-2,-2
Cc1ccc(NC(=O)CCC(=O)c2cc(C)sc2C)nc1,-8,-4
COC(=O)c1cc2n(n1)CCN(Cc1ccccc1F)C2=O,-1,5
CC(C)=C1SC(N2CCN(c3ccc(C)c(Cl)c3)CC2)=NC1=O,14,-17
Cc1ccc2c(=O)oc(N(C)C)nc2c1,8,1
CCC(CC)C(=O)Nc1nnc(S(=O)(=O)N2CCCc3ccccc32)s1,-13,-4
O=C(NCc1cccc(Cl)c1)c1ccncc1,-3,1
Cn1c(=O)n(Cc2ccco2)c(=N)c2c3c(sc21)CCCC3,-1,22
COc1ccc(N(Cc2cc3ccccc3[nH]c2=O)S(=O)(=O)c2ccccc2)cc1,-6,3
CNC(=S)NN=C(C)CCCC(C)=NNC(=S)NC,71*,-25*
CN(C)c1ccc(S(=O)(=O)N2CCC(Cc3ccccc3)CC2)cn1,-32,7
O=C(CSc1nc2ncc(Cl)cc2[nH]1)c1c[nH]c2ccccc12,-2,3
Cc1n[nH]c(=O)c2c(NC(=O)CSc3c(Cl)cccc3Cl)oc(C)c12,-4,-3
COc1ccccc1C=Cc1ccnc2ccccc12,-16,-3
O=c1cc(CN2CCN(c3cccc(Cl)c3)CC2)c2cc(O)c(-c3ccccc3)cc2o1,7,-7
O=S(=O)(c1ccc2ccccc2c1)N1CCN(S(=O)(=O)N2CCOCC2)CC1,-24,9
Cc1ccc(C)c(OCc2n[nH]c(=S)o2)c1,5,3
O=C(NCc1ccc2c(c1)OCO2)c1ccc2c(c1)OCCO2,0,2
Cc1snc(S(=O)(=O)/C(C#N)=N/Nc2ccc(C(F)(F)F)cc2)c1C#N,18,-14
CC(=O)c1ccc(NC(=O)COC(=O)c2nc(Cl)ccc2Cl)cc1,-2,7
O=S(=O)(c1ccccc1)c1cnc(-c2cccnc2)nc1-c1ccccc1,17,-10
Cn1nc(C(=O)Nc2cccc(C(=O)NC3CC3)c2)c2ccccc2c1=O,29,3
Cc1nn(C(C)(C)C)c(OC(=O)C2CCCC2)c1S(=O)(=O)c1ccccc1,22,8
O=C(NCc1nc(-c2ccccc2)no1)Nc1ccc(F)cc1,-10,-5
COc1ccccc1/C=C/C(=O)OCC(=O)c1cc(C)n(C)c1C,-21,9
O=C(Nc1nnc(Cc2ccc(Cl)cc2)s1)c1ccncc1,21,-11
O=C(Nc1ccc(Br)cc1)c1ccc2c(c1)OCO2,-3,4
O=C(O)c1ccccc1Nc1ccc([N+](=O)[O-])cc1C(=O)O,-8,-1
O=C(Nc1nc(-c2cccs2)cs1)c1ccc(Cl)s1,24,4
O=C(NCc1ccc(F)cc1)c1cc2ccccn2n1,-5,15
CCc1noc(C)c1C(=O)Nc1nc2ccc(OC)cc2s1,-8,8
CCCCCOc1ccc(C(=O)OCC(=O)Nc2cc(C)c(C)cc2[N+](=O)[O-])cc1,-4,-9
COc1cc2c(cc1OC)CN(c1nc(-c3cccnc3)nc3ccccc13)CC2,2,2
CC1=C(c2ccccc2)[N+](=O)C2(CCCC2)N1[O-],10,0
CCOC(=O)N1CCN(C(=O)c2cc(-c3ccncc3)nc3ccccc23)CC1,9,-6
O=C(CN1CCOCC1)Nc1ccc(OCc2ccccc2)cc1,15,-15
CC1(OC(=O)C2CCCC2)C(=O)C=C2C=C(c3ccsc3)N(CCc3c[nH]c4ccccc34)C=C2C1=O (stereo unspecified),19,-4
Fc1ccccc1-c1nc(-c2ccc(-c3nn[nH]n3)cc2)no1,7,-4
[O-][n+]1onc2c3ccnnc3ccc21,-18,4
NNC(=O)CNC(=O)c1cccc(Br)c1,-2,5
COCCCn1c(-c2ccco2)nc2ccccc2c1=O,-15,7
CC(/C=C/C=C/c1ccccc1)=N\NC(=O)c1cccnc1,-7,-6
O=C(c1cc2ccccc2oc1=O)N1CCN(c2ncccn2)CC1,20,-14
CCOc1ccc(OCC(=O)N2CCC3(CC2)CC(=O)c2ccccc2O3)cc1,-5,2
CN(Cc1cccs1)C(=O)COc1cccc2c1OC(C)(C)C2,-16,-3
COCc1c(C)cc(C)c(/C=N/O)c1C,2,3
Cc1c(S(=O)(=O)N2CCCC2)c(=O)n(C)c(=O)n1C,4,-2
Cc1ccc(S(=O)(=O)N2CCN(C(=O)CSc3nncs3)CC2)cc1,-7,2
CCOC(=O)C1CCCN1C(=O)C1(NC(C)=O)CCCC1 (stereo unspecified),-7,1
CCOC(=O)[C@@H]1[C@H]2COc3ccc(Br)cc3[C@@H]2N2C(=O)N(c3ccccc3)C(=O)[C@]12C,10,-7
Cc1ccsc1/C=N/NC(=O)C1CC(=O)N(c2ccc(F)cc2)C1 (stereo unspecified),-5,-1
CC(=O)Nc1ccc(S(=O)(=O)Nc2nc3ccccc3nc2-n2ccc(=NC(=O)c3ccc(F)cc3)cc2)cc1,15,-5
C[C@@H]1CN([C@@H](C)CO)C(=O)c2cccc(NS(=O)(=O)c3cccs3)c2O[C@H]1CN(C)Cc1ccc(C(F)(F)F)cc1,-13,0

# 6 entries drawn at random from the list so far, as already listed:
SMILES,H9c2 TAG inh,H9c2 TAG inh DAPI viability
NNC(=O)CNC(=O)c1cccc(Br)c1,-2,5
C[C@@H]1CN([C@@H](C)CO)C(=O)c2cccc(NS(=O)(=O)c3cccs3)c2O[C@H]1CN(C)Cc1ccc(C(F)(F)F)cc1,-13,0
CCOC(=O)C1CCCN1C(=O)C1(NC(C)=O)CCCC1 (stereo unspecified),-7,1
COCc1c(C)cc(C)c(/C=N/O)c1C,2,3
CC(/C=C/C=C/c1ccccc1)=N\NC(=O)c1cccnc1,-7,-6
Cc1c(S(=O)(=O)N2CCCC2)c(=O)n(C)c(=O)n1C,4,-2

# Remaining list, next part
SMILES,H9c2 TAG inh,H9c2 TAG inh DAPI viability
CC(C)(C)NC(=O)C(c1ccc(-c2ccccc2)cc1)N(C[C@H]1CC[C@@H]([C@@H]2CC[C@H](CO)O2)O1)C(=O)c1ccc(-c2ccccc2)cc1 (stereo partly specified),60*,7.4*
C[C@H](CO)N1C[C@H](C)[C@@H](CN(C)C(=O)Nc2ccnc(N3CCOCC3)c2)OCc2cnnn2CCCC1=O,-3,-6
O=C(c1ccc(F)cc1F)N1CCN(S(=O)(=O)c2ccc3c(c2)OCCO3)CC1,11,-11
O=C(NCC1CCCO1)c1ccc2c(=O)n(-c3ccc(F)cc3)c(=S)[nH]c2c1 (stereo unspecified),4,-8
CCOC(=O)Nc1cccc(NC(=O)c2ccccc2F)c1,-2,0
Cc1ncc([N+](=O)[O-])n1S(=O)(=O)c1ccc2c(c1)OCCO2,8,-5
Cn1nc(C(C)(C)C)cc1C(=O)N1CCCCC1c1cc(C(=O)Nc2ccc(F)c(Cl)c2)no1 (stereo unspecified),13,6
CCCNS(=O)(=O)c1ccc(CCC(=O)NCCc2ccc(OC)c(OC)c2)cc1,9,11
CCCC(C)C(=O)Nc1ncc(S(=O)(=O)c2ccc([N+](=O)[O-])cc2)s1 (stereo unspecified),14,-3
CCN(CC)C(=O)Oc1nnc(SC(C)C)n1-c1ccc(Cl)cc1,-3,-4
C/C(=N\NC(=O)COc1cc(C)cc(C)c1)c1ccc(N2CCOCC2)cc1,0,-3
CC(=O)c1ccc2c(c1)N(Cc1ccc3ccccc3c1)C(=O)C(C)S2 (stereo unspecified),7,-13
CC1(C)Cc2cccc(OCC(=O)OCc3nnc(-c4ccccc4)o3)c2O1,-35,15
C#CCOc1ccccc1C(N)=O,-3,6
Cc1ccc(C(=O)OCC(=O)Nc2ccccc2C(F)(F)F)cc1S(=O)(=O)N1CCOCC1,-9,8
O=C(CN1C(=O)CSc2ncccc21)Nc1cccc(Cl)c1,-3,-7
O=C(c1ccc(NS(=O)(=O)c2ccc(F)cc2)cc1)N1CCN(c2ccccc2O)CC1,-10,1
CC(C)N1CC(C(=O)Nc2cc(Cl)cc(Cl)c2)CC1=O (stereo unspecified),7,-6
Cc1nnc(SCc2ccccc2Cl)n(N)c1=O,7,2
CC(C)(C)c1ccc(C(=O)N2CCN(CCNC(=O)C(=O)Nc3ccc(F)cc3)CC2)cc1,18,1
CN1c2ccccc2-c2nc3ccccc3n2C1c1ccccn1 (stereo unspecified),38,22

# A portion of the library (hit frequency here may not be typical).
